OX1R antagonist: OX1R (HCRTR1) antagonists, primary screen, fluorescence, CHO/OX1R cells, Fluo-8 calcium, orexin A; Orexin/Hypocretin receptor type 1 (Homo sapiens), O43613; Fluo-8 calcium fluorescence; inhibition, % at 5 µM; 330,000 compounds, 0.43% hits; AID 434989, 2010;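 active means inhibition above its plate's threshold, mean inhibition of all tested compounds on the plate plus 3 SD, cut at about 37% in these data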;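 further: 0% = orexin A challenge wells and 100% = SB-334867-A antagonist wells; not every result past the cut was called active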
Target sequence (O43613 whole entry, looked up): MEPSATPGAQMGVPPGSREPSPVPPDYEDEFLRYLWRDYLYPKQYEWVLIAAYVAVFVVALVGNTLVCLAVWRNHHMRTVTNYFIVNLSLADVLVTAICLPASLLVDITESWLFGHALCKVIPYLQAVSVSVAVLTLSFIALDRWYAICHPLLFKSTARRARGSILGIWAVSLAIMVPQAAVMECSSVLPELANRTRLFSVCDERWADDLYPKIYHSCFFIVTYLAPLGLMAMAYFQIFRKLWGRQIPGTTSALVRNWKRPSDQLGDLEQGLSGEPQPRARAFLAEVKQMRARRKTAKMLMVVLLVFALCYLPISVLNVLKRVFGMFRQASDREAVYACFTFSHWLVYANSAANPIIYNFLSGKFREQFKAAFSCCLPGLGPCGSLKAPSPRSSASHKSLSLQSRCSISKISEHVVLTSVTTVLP
CHT PAM: CHT positive allosteric modulators, primary screen, cell-based, membrane potential dye, choline EC20; High affinity choline transporter 1 (Homo sapiens), Q9GZV3; CHT-expressing cells; hits give high values; LV-AA mutant CHT in HEK293 cells; B-score at 10 µM; 310,000 compounds, 0.49% hits; AID 488977, 2010;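 active means initial fluorescence not abnormally high and integrated response B-score, plate-corrected, over 3 SD above library mean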
Target sequence (Q9GZV3 whole entry, looked up): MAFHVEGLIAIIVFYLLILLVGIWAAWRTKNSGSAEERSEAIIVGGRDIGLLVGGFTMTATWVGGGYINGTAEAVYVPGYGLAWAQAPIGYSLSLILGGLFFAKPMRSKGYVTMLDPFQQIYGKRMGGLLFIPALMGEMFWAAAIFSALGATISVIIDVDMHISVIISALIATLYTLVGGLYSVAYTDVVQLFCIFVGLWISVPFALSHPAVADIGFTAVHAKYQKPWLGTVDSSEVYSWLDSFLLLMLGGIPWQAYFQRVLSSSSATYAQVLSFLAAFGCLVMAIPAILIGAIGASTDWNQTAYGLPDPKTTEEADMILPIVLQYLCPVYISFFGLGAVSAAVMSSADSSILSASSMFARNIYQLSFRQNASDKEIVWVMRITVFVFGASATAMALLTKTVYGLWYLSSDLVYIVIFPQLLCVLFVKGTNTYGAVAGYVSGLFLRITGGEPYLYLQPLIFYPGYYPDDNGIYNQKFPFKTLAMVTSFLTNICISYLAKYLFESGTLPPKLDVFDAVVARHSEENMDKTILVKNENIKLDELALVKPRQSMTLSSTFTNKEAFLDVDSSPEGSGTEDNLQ
Numbers without * were called inactive; i = inactive; · = no result given. Rows are unselected; about 0.83% have a hit in one of these screens.

Values run as follows: OX1R antagonist, CHT PAM
COc1ccc(S(=O)(=O)N2CCC(C(=O)NC3CC3)CC2)cc1OC
    2, i
CCOC(=O)c1sc(NC(=O)COC(=O)CNC(=O)c2ccco2)c(C(=O)OCC)c1C
    -24, i
Cc1nn(-c2ccccc2)c(C)c1/C=N/NC(=O)c1cc(-c2cccs2)[nH]n1
    41, i
Clc1ccc(OCCN2CCOCC2)cc1
    -13, i
COc1cccc(S(=O)(=O)Nc2cccnc2)c1
    6, i
O=C(Cn1nnc(-c2ccccc2)n1)OCc1ccccc1
    9, i
O=C(COC(=O)c1ccco1)Nc1cc(S(=O)(=O)N2CCOCC2)ccc1Cl
    -15, ·
CC(=O)c1cccc(S(=O)(=O)N2CCC(n3nnc4cc(F)ccc43)CC2)c1
    -13, i
COC(=O)c1cc(C(=O)OCC(=O)NC2CCCC2)cc([N+](=O)[O-])c1
    -13, i
CCn1c(CCNC(=O)c2ccc(OC)cc2)nnc1SCc1ccc(Cl)cc1Cl
    14, i
COCCCNC(=S)NC1CCCCC1
    0, i
CC(=O)c1ccc(NC(=O)c2cc3ccccc3o2)cc1
    -11, i
CC(=O)c1cn(CC(=O)Nc2ccccc2C(F)(F)F)c2ccccc12
    -10, i
COc1cc(CCC(=O)OCC(=O)Nc2ccccc2F)cc(OC)c1OC
    -7, i
O=C(NNc1nc2cc3c(cc2s1)OCCO3)c1ccc(F)cc1
    -21, i
CC(C)C(c1nnnn1Cc1ccc(F)cc1)N1CCN(C(=O)c2ccco2)CC1 (stereo not given)
    -19, i
Cc1cccc(N2CCN(C(=O)COc3cc(=O)n(C)c4ccccc34)CC2)c1C
    -22, i
CC(C)(C)c1ccc(CCC2OCC(CN3CCOCC3)O2)cc1 (stereo not given)
    0, i
Cc1csc(SCC(=O)NC(=O)C2CCCCC2)n1
    -21, i
O=C(O)CSc1sc(=S)sc1SCC(=O)O
    11, i
Cc1c(C(=O)N2CCCCC2)c(S(=O)(=O)NCc2ccc(Cl)cc2)c(C)n1C
    -12, i
CNC(=O)C1=C(C)NC(=S)NC1c1cc2c(cc1OC)CCCC2 (stereo not given)
    -37, i
Oc1ccc(C=Nc2ccccc2-c2nc3ccccc3[nH]2)c(O)c1
    -21, i
CCOC(=O)N1CCN(C2CC(=O)N(c3ccccc3)C2=O)CC1 (stereo not given)
    -7, i
Cn1c(=S)[nH]c2ccccc21
    -2, i
CCc1cc2c3c(c(=O)oc2cc1OCC(=O)OC)CCCC3
    -26, i
COc1ccc2cc(/C=N/NC(=O)CSCc3ccc([N+](=O)[O-])cc3)c(Cl)nc2c1
    -4, i
O=C(Nc1ccc(N2CCCC2)cc1)c1cc(Cl)ccc1Cl
    -15, i
Cc1cccc(C(=O)OCC(=O)NC(=O)NCc2ccccc2)c1
    -25, ·
COC(=O)c1ccccc1N=Nc1c(C)noc1C
    -19, i
CCC1CSC(=Nc2ccc(C)cc2)N1C(=O)CN1C(=O)NC2(CCCC2)C1=O (stereo not given)
    -26, i
CCCCCC(=O)NC(NC(=S)N1CCOCC1)C(Cl)(Cl)Cl (stereo not given)
    -23, i
c1ccc(-n2ncc3c(N4CCN(CCOc5cccc6ccccc56)CC4)ncnc32)cc1
    -22, i
O=C(O)c1ccc(CSc2nnc(-c3ccncc3)n2CC2CCCO2)cc1 (stereo not given)
    2, i
CC(=O)c1ccc(NC(=O)CN2C(=O)NC(C)(C3CCCCC3)C2=O)cc1 (stereo not given)
    -7, ·
O=C(CSc1nnc(CNC(=O)c2ccccc2F)o1)c1ccccc1
    -15, i
CCN(CC)S(=O)(=O)c1ccc(C(=O)NCC2CCCCC2)cc1
    -26, i
CC(C)N(Cc1nc(-c2ccccc2)no1)C(=O)C1CCCCC1
    -16, i
COc1cccc(-c2nn(C)c3sc(C(=O)Nc4ccc5c(c4)OCCO5)cc23)c1
    -15, i
CCC(C)(C)NC(=O)C(c1ccc(OC)cc1)N(Cc1ccco1)C(=O)CCC(=O)Nc1cc(C)on1 (stereo not given)
    -31, i
CCOC(=O)[C@H]1[C@H]2COc3ccc(C)cc3[C@@H]2N2C(=O)CN(Cc3ccc(C)cc3)C(=O)[C@@]12C
    -20, ·
CCCOC(=O)c1cccc(Nc2nc(-c3cccnc3)nc3ccccc23)c1
    4, i
Cc1cc(C)n(-c2nc(NCCN(C)C)c3c4c(sc3n2)COC(C)(C)C4)n1
    -17, i
CC(C)CC(NC(=O)c1ccc(C#CC(C)(C)O)s1)C(=O)O (stereo not given)
    -8, i
CC1(C)C(C=C(Cl)Cl)C1C(=O)Nc1ccc([N+](=O)[O-])cc1 (stereo not given)
    25, i
CN=c1scc(C)n1/N=C/c1cc(Br)c(O)c(Br)c1
    -18, i
COc1ccc2c(c1)CC(=O)NC=C2
    -15, i
CCOC(=O)C1CCN(C(=O)CN(c2ccc3c(c2)OCCO3)S(=O)(=O)c2ccccc2)CC1
    -34, i
O=c1cc(-c2ccccc2)c2ccc(O)cc2o1
    -7, i
Cc1cccn2cc(CSc3ccccc3N)nc12
    -24, i
CCc1ccccc1NC(=O)c1cc(-c2ccc(OC)cc2)on1
    -19, i
O=C(O)c1cc(S(=O)(=O)N(Cc2ccccc2)c2ccccc2)ccc1Cl
    3, i
CCCCn1c(N)c(N(CC)C(=O)C2=NN(c3ccccc3)C(=O)CC2)c(=O)[nH]c1=O
    -5, ·
CCOC(=O)C1CCN(C(=O)CCc2c(C)nc3cc(-c4ccc(OC)cc4OC)nn3c2C)CC1
    -22, i
COc1ccc(/C=N/NC(=O)c2cccc(NC(=O)c3ccccc3)c2)c(C(=O)O)c1OC
    4, i
O=C1NC(NS(=O)(=O)c2ccccc2)(C(F)(F)F)C(=O)N1c1cccc(Cl)c1 (stereo not given)
    -3, i
Cc1ccc(C2(C)NC(=O)N(CC(=O)Nc3ccccc3C(=O)N3CCCCC3)C2=O)cc1 (stereo not given)
    13, i
COc1ccc(C(C)=O)cc1CC(=O)N(Cc1ccccc1)c1ccccc1
    -23, i
C#CCOCCOCCOCCNc1nc(N2CCOCC2)nc(N2CCN(C(=O)CCCCCCCCCCNC(=O)[C@@H](CCC(=O)O)n3cc(CCCCCN)nn3)CC2)n1
    0, i
C=CCNC(=S)NC(=O)c1csc([N+](=O)[O-])c1
    -31, i

The closing two compounds of the section above lead into the next:
Values run as follows: OX1R antagonist, CHT PAM
C#CCOCCOCCOCCNc1nc(N2CCOCC2)nc(N2CCN(C(=O)CCCCCCCCCCNC(=O)[C@@H](CCC(=O)O)n3cc(CCCCCN)nn3)CC2)n1
    0, i
C=CCNC(=S)NC(=O)c1csc([N+](=O)[O-])c1
    -31, i
CNC(=S)N1CCC(NC(=O)C(Cc2ccc(F)cc2)NC(C)=O)CC1 (stereo not given)
    -12, i
COc1ccc(CCN2CC(C(=O)NCC(=O)Nc3ccc(F)c(F)c3)CC2=O)cc1OC (stereo not given)
    -11, i
O=C(O)CCNC(=O)c1ccccc1
    4, i
Cc1nn(-c2ccccc2)c(C)c1/C=N/N1CCN(c2ccccc2)CC1
    -21, i
CCCCn1nnnc1SCC(=O)c1cc(Cl)ccc1OC
    -7, i
Cc1cccc(C)c1NC(=O)C(=O)NCc1ccccn1
    -14, i
CCC(C)(C(=O)NC1CCCC1)N(C(=O)CC1NC(=O)NC1=O)c1ccc(C)cc1 (stereo not given)
    -27, i
COc1ccc(-c2nc(CN3CCC(C(=O)N4CCOCC4)CC3)c(C)o2)cc1OC
    1, i
COc1ccc(NC(=O)c2cccc3c(Br)cccc23)cc1
    -14, i
Cc1ccc(C)c(C(=O)COC(=O)c2cc([N+](=O)[O-])ccc2NCCO)c1
    -6, i
COc1ccc(Cl)cc1NC(=O)CN(C)C(=O)c1cc(-c2ccncc2)nc2ccccc12
    -4, 7.8*
CCCC1(c2ccccc2)NC(=O)N(CC(=O)Nc2cc(OC)cc(OC)c2)C1=O (stereo not given)
    6, i
Cc1cc(C)n2nc(SCC(=O)N3CCCCC3C)nc2n1 (stereo not given)
    11, ·
Cc1ccc(N2C(=O)C(O)(C(F)(F)F)C3=C2CC(C)(C)CC3=O)cc1 (stereo not given)
    0, i
COc1cc(NC(=O)CN(C)S(=O)(=O)c2ccc3c(c2)CC(C)N3C(C)=O)cc(OC)c1 (stereo not given)
    -12, i
Cc1ccc(/C(N)=N/OC(=O)c2cc(-c3ccccc3)nc3ccccc23)cc1
    -11, i
Oc1[nH]c2ccc(Br)cc2c1N=NC(=S)NCC1CCCO1 (stereo not given)
    -17, i
CC(C)CCCNc1nc(N2CCOCC2)nc(N2CCOCC2)n1
    -25, i
Cc1c(O)ccc2c(CN3CCOCC3)cc(=O)oc12
    -5, i
Cc1ccc(S(=O)(=O)N2CCCCC2)cc1C(=O)N1CCCC1
    -11, i
COc1ccc(-c2cc(C)nc(SCc3cccc(C(=O)O)c3)n2)cc1
    3, i
COc1cc(-c2nnc(SCC(=O)Nc3ccc4c(c3)OCCO4)o2)cc(OC)c1OC
    -23, i
CC(C)[C@H](NC(=O)N1CCn2c1nc1ccccc12)C(=O)N1CCCCC1
    -30, i
O=C(Nc1ccccc1N1CCOCC1)c1cccc2c(Br)cccc12
    -20, i
COc1ccc(CCNC(=O)C(=O)N2CCCC2)cc1OC
    0, i
CC(Sc1nnnn1C)C(=O)NC1CCCC1 (stereo not given)
    -10, ·
CCCc1ncc(C(O)(c2ccccc2)c2ccccc2)n1C
    -25, i
COc1ccc(C(=O)Nc2ccc(OC)c([N+](=O)[O-])c2)cc1Br
    0, i
CC(=O)c1cccc(NC(=O)N2CCCC2C(=O)Nc2cccc(C)c2C)c1 (stereo not given)
    -13, i
CC(C)CNC(=O)CN1C(=O)NC(Cc2c[nH]c3ccccc23)C1=O (stereo not given)
    -12, i

5 compounds picked at random from those above:
Values run as follows: OX1R antagonist, CHT PAM
CC(=O)c1cccc(NC(=O)N2CCCC2C(=O)Nc2cccc(C)c2C)c1 (stereo not given)
    -13, i
CCCC1(c2ccccc2)NC(=O)N(CC(=O)Nc2cc(OC)cc(OC)c2)C1=O (stereo not given)
    6, i
CCCc1ncc(C(O)(c2ccccc2)c2ccccc2)n1C
    -25, i
CNC(=S)N1CCC(NC(=O)C(Cc2ccc(F)cc2)NC(C)=O)CC1 (stereo not given)
    -12, i
O=C(O)CCNC(=O)c1ccccc1
    4, i

Continuation:
Values run as follows: OX1R antagonist, CHT PAM
Cc1cc(C(=O)Nc2c(F)cc(F)cc2Br)c(C)o1
    2, i
Cn1cnnc1SCC(=O)NNC(=O)COc1ccc(Cl)cc1
    1, i
O=C1OCC/C1=C\c1ccccc1
    -22, i
C[C@@H]1NS(=O)(=O)[C@H]2C[C@@H]3C=C[C@]2(O3)[C@H]1OC(=O)Nc1ccc(C(F)(F)F)cc1[N+](=O)[O-]
    -23, ·
COc1ccc(C(NC(=O)/C=C/c2ccco2)c2ccc(OC)c(OC)c2)cc1OC
    -11, i
COc1ccc(NC(=O)C2CCN(S(=O)(=O)c3c(C)noc3C)CC2)cc1
    -21, i
O=C(O)C(c1ccccc1)c1ccccc1
    -11, i
Oc1cccc(-c2nc3ccc4ccccc4c3c3c2CCC3)c1
    2, i
CN(Cc1ccc(C(C)(C)C)cc1)C(=O)Cc1ccc(S(=O)(=O)N2CCOCC2)s1
    2, ·
O=C(NCc1cccnc1)/C(=C/c1ccc(-c2cccc(C(F)(F)F)c2)o1)NC(=O)c1ccccc1
    -24, i
N#CC1=C(SCC(N)=O)NC2=C(C(=O)c3ccccc32)C1c1ccc(Cl)cc1 (stereo not given)
    -6, i
CC(=O)c1ccc(NC(=O)C2=CC(c3ccco3)=NS(=O)(=O)N2C)cc1
    -1, i
CC1CC1C(=O)OCC(=O)NCc1ccccc1 (stereo not given)
    -6, ·
COc1ccccc1O
    -2, i
Cc1cc(C)n2ncc(C(=O)NCc3ccccc3)c2n1
    -17, i
O=C(Nc1ccc(Cl)c(Cl)c1)OCCNC(=O)c1ccncc1
    11, i
CCc1ccccc1N(C)C(=O)CCc1nc(-c2ccc(C)cc2)no1
    -5, i
COCCCNC(=O)CCCN1C(=O)c2cccnc2Sc2ccccc21
    -26, i
COC(=O)c1ccc(NC(=O)CSc2ccccc2)cc1
    54*, i
O=C(NCCc1ccccc1)c1cc(-c2ccc3c(c2)OCO3)on1
    1, i
c1ccc(CN2CCN(c3nc(N4CCOCC4)c4ccccc4n3)CC2)cc1
    -34, i
O=C(NCc1cn2ccsc2n1)Nc1cccc(Cl)c1
    -19, i
CC1Cc2ccccc2N1C(=O)CSc1ncccc1C(=O)O (stereo not given)
    1, i
CC(=O)Nc1cccc(C(=O)N2CCN(S(=O)(=O)c3ccc4ccccc4c3)CC2)c1
    -29, i
CC1=C(C(=O)OC(C)C)C(c2ccc(O)cc2)NC(=O)N1 (stereo not given)
    -14, i
COc1ccc(NC(=O)COC(=O)CCCOc2ccc(Cl)cc2Cl)cc1Cl
    -22, i
COC(=O)CCN1CCC(C(N)=O)CC1
    12, i
Cc1ccccc1-n1c(C)nnc1SCC(=O)NC1CCCc2ccccc21 (stereo not given)
    -34, i
O=C(CS(=O)(=O)c1ccccc1)Nc1nc2ccccc2s1
    4, i
N[C@@H](Cc1ccc(O)cc1)c1nnc([C@H](CC(=O)O)NC(=O)C2CCNCC2)o1
    -13, i
COc1ccc(C2(C)NC(=O)N(CC(=O)Nc3ccc4c(c3)OCO4)C2=O)cc1OC (stereo not given)
    -14, i
COc1ccc2c(c1OC)C(=O)N1c3ccccc3SC21 (stereo not given)
    -23, i
